# High-throughput results deposited in PubChem BioAssay by The Scripps Research Institute Molecular Screening Center.
# PAFAH1B2 inh = PAFAH1B2 (human) inhibition. P68402. recombinant PAFAH1B2, FP-rhodamine activity probe, fluorescence polarization. inhibition, % at 3.39 µM. 1.2% of 340,000 active;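 active = inhibition above the mean of all tested compounds plus 3 SD, cut at about 24% in these data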;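 note: 0% = enzyme with DMSO and 100% = wells lacking PAFAH1B2; many of its hits are not listed in these tables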
# Target sequence (P68402 whole entry, looked up): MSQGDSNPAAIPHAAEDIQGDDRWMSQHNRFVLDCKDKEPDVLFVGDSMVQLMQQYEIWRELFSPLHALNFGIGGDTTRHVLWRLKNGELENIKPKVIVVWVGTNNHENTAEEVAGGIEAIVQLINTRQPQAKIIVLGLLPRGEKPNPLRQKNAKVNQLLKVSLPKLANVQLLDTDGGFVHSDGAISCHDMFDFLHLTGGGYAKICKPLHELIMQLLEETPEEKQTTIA
# PAFAH1B3 inh = blocks human PAF acetylhydrolase 1B catalytic subunit 3; Q15102; recombinant PAFAH1B3, FP-rhodamine probe, fluorescence polarization; inhibition, % at 3.39 µM; 0.28% of 340,000 active;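 active = inhibition above the screen-wide average of all tested compounds plus 3 SD, cut at about 25% in these data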;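 note: 0% = enzyme with DMSO only and 100% = wells lacking PAFAH1B3 protein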
# Target sequence (Q15102 whole entry, looked up): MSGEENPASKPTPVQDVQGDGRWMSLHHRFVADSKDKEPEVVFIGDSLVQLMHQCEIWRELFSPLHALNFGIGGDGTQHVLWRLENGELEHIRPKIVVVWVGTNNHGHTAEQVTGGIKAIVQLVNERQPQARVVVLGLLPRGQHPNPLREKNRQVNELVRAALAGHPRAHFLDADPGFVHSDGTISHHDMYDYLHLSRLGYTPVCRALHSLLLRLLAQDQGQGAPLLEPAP
# PAFAH2 inh = inhibitors of human PAFAH2; Q99487; 0.99% of 340,000 active; inhibition, % at 3.39 µM; recombinant PAFAH2, FP-rhodamine activity probe, fluorescence polarization; AID 492956;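 active = inhibition above the mean over all tested compounds plus 3 SD, cut at about 30% in these data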;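 note: inhibitors block probe labeling of enzyme so polarization drops; 0% = enzyme with DMSO and 100% = wells lacking PAFAH2 protein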
# Numbers without * were called inactive. A portion of the library; rates above refer to the full screens.
PAFAH1B2 inh	PAFAH1B3 inh	PAFAH2 inh	SMILES
-2.8	2.1	-7.9	COc1cccc(NC(=O)CN(C)C(=O)c2cc(S(=O)(=O)Nc3ccccc3OC)ccc2C)c1
5.7	5.6	0.9	COc1ccc2[nH]c(C(=O)N3CCN(C)CC3)c(C)c2c1
-1.1	11.2	0.4	CC1(C)OC2CC3C4CC=C5CC(O)CCC5(C)C4CCC3(C)C2(C(=O)CO)O1 (configuration not stated)
1.0	1.7	-7.0	CCC(=O)N1N=C(c2cccs2)CC1c1ccc(OC)cc1 (configuration not stated)
6.8	18.8	5.5	Cc1occc1-c1nnc(SCC(=O)NC2(C#N)CCCC2)n1C
-2.3	-0.7	51.4*	Cc1ccc(NC(=O)COC(=O)c2ccc(OC(F)F)cc2)cc1S(=O)(=O)N1CCCCC1
4.6	11.9	-3.6	COc1cccc(CN2CCC(C(=O)Nc3ccc(Oc4cccnc4)cc3)CC2)c1
12.6	4.2	0.2	Cc1cccc(/C=N/n2c(COc3ccccc3)n[nH]c2=S)c1
-1.2	8.1	7.5	Cc1cc(C)n(C(=O)CNC(=O)c2cccc(Cl)c2)n1
5.5	4.5	3.1	Nc1ncnc(N)c1N=Nc1ccccc1
6.5	-6.9	-4.6	CCCCOc1c(Cl)cc(C(=O)N2CCN(CC(=O)N3CCCC3)CC2)cc1OCC
9.1	11.4	8.3	COc1cccc(CN2CC(C(=O)NCc3cccc(Cl)c3)CCC2=O)c1 (configuration not stated)
0.5	9.0	0.5	O=C(Oc1ccccc1)c1ccccc1C(=O)Oc1ccccc1
-2.6	4.3	5.3	CC1CCN(C(=O)COC(=O)CCC(=O)c2cccs2)CC1
2.2	5.3	0.5	CSc1cccc(NC(=S)NC(=O)c2cccnc2)c1
2.5	9.7	-3.9	CCOC(=O)N1CCN(C(=O)C2CCCN(c3ncnc4c3sc3cccc(F)c34)C2)CC1 (configuration not stated)
9.0	13.4	4.0	CC1(C)Nc2cccc3cccc(c23)N1
4.6	1.7	-2.4	CCCCn1cnc2c(c(CC#N)nn2-c2ccccc2)c1=N
0.7	-3.2	-3.1	CC(=O)N1CC2(CC(=O)OC(C)C)CN(C(C)=O)CC(CC(=O)OC(C)C)(C1)C2=O
-0.2	3.0	-1.8	NC(=O)CC1C(=O)N(c2ccccc2)C(=S)N1NC(=O)c1ccccc1 (configuration not stated)

# Reprinted at random: 2 entries already listed.
PAFAH1B2 inh	PAFAH1B3 inh	PAFAH2 inh	SMILES
-2.3	-0.7	51.4*	Cc1ccc(NC(=O)COC(=O)c2ccc(OC(F)F)cc2)cc1S(=O)(=O)N1CCCCC1
-2.8	2.1	-7.9	COc1cccc(NC(=O)CN(C)C(=O)c2cc(S(=O)(=O)Nc3ccccc3OC)ccc2C)c1

# Other compounds:
PAFAH1B2 inh	PAFAH1B3 inh	PAFAH2 inh	SMILES
-0.3	0.1	1.8	COCCN(C(=O)c1cc(-c2ccccc2Cl)nc2ccccc12)c1c(N)n(CC(C)C)c(=O)[nH]c1=O
0.1	6.1	0.7	CN1CCN(c2nc3c(c(=O)[nH]c(=O)n3C)n2CCOc2ccccc2)CC1
3.4	3.3	-3.7	COc1ccc(NC(=O)c2oc3ccccc3c2NC(=O)c2ccc(OC)c(OC)c2)c(OC)c1
5.2	5.2	-1.0	COc1cccc2nc3c(C(=O)NCCN(C)C)cccc3cc12
-6.3	9.6	-3.1	COc1ccccc1N1CCN(/N=C/c2ccc([N+](=O)[O-])cc2)CC1
0.7	6.5	-2.3	Cc1ccc(C2(C)NC(=O)N(CC(=O)NCCN3C(=O)S/C(=C\c4cccnc4)C3=O)C2=O)cc1 (configuration not stated)
2.1	6.0	-3.5	Cc1ccc(C(C)NC(=S)NC2CCCCC2)c(C)c1 (configuration not stated)
7.1	2.2	2.7	COc1cc(C(=O)Nc2nnc(Cc3ccccc3)s2)cc(OC)c1OC
-0.2	-1.1	-11.2	O=C(Nc1ccc2ccccc2c1)c1cccc2ccccc12
6.0	8.0	-3.4	Cc1ccc(NC(=O)CN(C)C(=O)CSc2nnc(NC(C)C)s2)cc1
-0.6	6.1	2.6	Nc1[nH]c(=O)[nH]c(=O)c1N=Cc1ccccc1
-0.1	0.2	3.7	O=C(Nc1ccnn1C1CCN(CC(O)CO)CC1)C1CCCC1 (configuration not stated)
3.4	-0.3	-1.1	CCOc1cc(C(=O)N/N=C/c2ccoc2)cc(OCC)c1OCC
-0.5	3.1	1.2	Cc1ccc(-n2ncc3c2CC(C)(C)CC3NC(=O)c2c(C)noc2C)cc1 (configuration not stated)
3.9	-1.0	-8.8	Cc1cc(C(=O)Nc2cccc(NC(=O)c3ccco3)c2)ccc1[N+](=O)[O-]
6.8	3.0	-5.5	Cc1ccc(OCC(O)CNC2CCCC2)c(C)c1 (configuration not stated)
2.9	6.8	3.1	Cc1ccc(Nc2n[nH]c(=S)s2)cc1F
-1.4	4.1	-9.8	CC(=O)c1[nH]c(C)c(C(=O)N2CCCC(Nc3ccc(C(C)C)cc3)C2)c1C (configuration not stated)
19.3	0.4	2.8	CCC(NC(=S)NC1CCCCC1)c1ccccc1 (configuration not stated)
1.2	8.5	-10.4	O/N=C/c1cn(-c2ccccc2)nc1-c1ccccc1
2.1	2.2	-2.9	O=C(Nc1ccc2c(c1)OCO2)C1CCN(C(=O)c2cccs2)CC1
4.4	3.9	5.6	Nc1ccccc1/C=C/c1ccccc1N
5.1	8.4	5.6	O=C(c1ccc(OCc2cn3ccccc3n2)cc1)N1CCN(S(=O)(=O)c2ccccc2F)CC1
-1.9	7.0	7.5	C=C(C)CC(NCCc1ccccc1)c1ccco1 (configuration not stated)
1.6	-0.1	9.4	CCOc1ccc(N2CC(C(=O)Nc3cc(OCC)c(N4CCOCC4)cc3OCC)CC2=O)cc1 (configuration not stated)
9.0	13.2	2.5	Cc1ccc(S(=O)(=O)Nc2ccccc2N=Cc2ccc([N+](=O)[O-])cc2[N+](=O)[O-])cc1
2.4	1.8	1.1	O=C1CCC[C@@H]2C[C@@]3(C[C@@H]4CCN1[C@H]24)Nc1cc([N+](=O)[O-])ccc1NC3=NC1CCCCC1
2.2	-2.9	2.0	COCCn1c(-c2ccc(C)cc2)nc2c(c(=O)c3ccccc3n2C)c1=O
-0.7	3.2	-1.8	COc1cc2c(cc1NC(=O)C(Cl)Cl)-c1ccc(NC(=O)C(Cl)Cl)cc1C2
-2.3	2.3	-10.6	Cc1ccc(NC(=O)CCCNC(=O)c2ccc(Cl)cc2)cc1S(=O)(=O)N1CCCCC1

# Entries from the list above that have a thiophene ring, fused or not, in the order listed:
PAFAH1B2 inh	PAFAH1B3 inh	PAFAH2 inh	SMILES
1.0	1.7	-7.0	CCC(=O)N1N=C(c2cccs2)CC1c1ccc(OC)cc1 (configuration not stated)
-2.6	4.3	5.3	CC1CCN(C(=O)COC(=O)CCC(=O)c2cccs2)CC1
2.5	9.7	-3.9	CCOC(=O)N1CCN(C(=O)C2CCCN(c3ncnc4c3sc3cccc(F)c34)C2)CC1 (configuration not stated)
2.1	2.2	-2.9	O=C(Nc1ccc2c(c1)OCO2)C1CCN(C(=O)c2cccs2)CC1

# The list goes on.
PAFAH1B2 inh	PAFAH1B3 inh	PAFAH2 inh	SMILES
-0.1	1.1	-2.9	CCOc1ccc(NC(=O)CN(C)C(=O)c2cn(-c3ccc(C)cc3)nc2-c2cccc(OC)c2)cc1OCC
5.3	-2.3	4.0	CCN(c1ccccc1)S(=O)(=O)c1cccc(C(=O)NCC(c2ccco2)N2CCCCC2)c1 (configuration not stated)
0.0	8.2	-8.9	CCC(=O)Nc1ccc(NC(=O)CSc2nnnn2C2CCCC2)cc1C
5.9	1.4	-9.0	CC(C)n1c(SCCCc2ccccc2)nc2c1c(=O)[nH]c(=O)n2C
2.2	5.1	4.3	COc1cccc2c1O/C(=N\O)C(C(=O)Nc1cccc(C)c1C)C2 (configuration not stated)
4.6	19.0	-5.4	O=C1Nc2ccc(C(=O)O)c(O)c2C1=O
3.6	4.7	-1.1	CCOc1ccccc1NCc1cc(=O)oc2cc(C)c(O)cc12
4.8	6.8	-3.3	O=c1[nH]c2ccc(Cl)cc2[nH]1
5.3	4.2	-3.6	O=S(Cc1ccc(Cl)cc1)c1ccccc1 (configuration not stated)
13.1	-3.2	3.7	C=CCn1c(SCC(=O)N(C(C)CC)C2CCS(=O)(=O)C2)nc2ccccc2c1=O (configuration not stated)
25.5*	24.6	33.6*	Cc1ccccc1C1=C/C(=C(\SS/C(C(=O)c2ccc(OCC(=O)O)c(Cl)c2Cl)=C2\C=C(c3ccccc3C)SS2)C(=O)c2ccc(OCC(=O)O)c(Cl)c2Cl)SS1
14.2	5.9	6.4	COc1cccc(N2CCN(CC(=O)N3CCN(S(=O)(=O)c4ccc(Cl)cc4)CC3)CC2)c1
0.0	-5.5	-0.9	COc1ccc(/C=C(\NC(=O)c2ccco2)C(=O)Nc2ccc(C(C)=O)cc2)cc1
-0.8	9.2	-7.1	CC(=O)c1cccc(OCC(O)CNCC2CCCCC2)c1 (configuration not stated)
4.2	4.9	0.7	O=C(CC(=O)c1ccccc1)CC(O)(C=Cc1ccccc1)c1ccccc1 (configuration not stated)
9.3	8.5	19.9	O=C(O)c1ccc(-n2cccc2/C=C2/NC(=O)N(c3cccc(Cl)c3)C2=O)cc1
0.3	6.2	-1.1	CCCCOCCO
-1.8	5.8	-12.3	O=S1(=O)c2ccc(Br)cc2N2CC[C@H](C2)N1Cc1ccc(Cl)cc1
-2.2	9.5	1.8	CC[C@@H](C)[C@H](C(CC(=O)N1CCCC1[C@@H](OC)[C@H](C)C(=O)N[C@H](Cc1ccccc1)c1nccs1)OC)N(C)C(=O)[C@H](NC(=O)[C@@H](C(C)C)N(C)C)C(C)C (some centres not stated)
7.2	3.4	0.9	CCCc1ccc(OCC(O)CN2CCCC2)cc1 (configuration not stated)

# In a second layout: results already given
molecule: O=C(CC(=O)c1ccccc1)CC(O)(C=Cc1ccccc1)c1ccccc1 (configuration not stated)
  PAFAH1B2 inh: 4.2; PAFAH1B3 inh: 4.9; PAFAH2 inh: 0.7

molecule: O=C(O)c1ccc(-n2cccc2/C=C2/NC(=O)N(c3cccc(Cl)c3)C2=O)cc1
  PAFAH1B2 inh: 9.3; PAFAH1B3 inh: 8.5; PAFAH2 inh: 19.9

# The listing continues.
PAFAH1B2 inh	PAFAH1B3 inh	PAFAH2 inh	SMILES
7.7	28.3*	45.4*	Oc1c(Br)cc(/C=N/n2c(-c3ccccc3)n[nH]c2=S)c(O)c1Br
1.9	4.3	0.4	CC[C@]12C(=O)N(C)C[C@H]([C@@H]3C(=O)N(C)C(=O)[C@@H]31)N2C(=O)c1ccc(Cl)cc1
1.1	5.7	-3.2	O=C(CSc1nnc2ccc(-c3ccccn3)nn12)N1CCCC1
-3.7	4.5	-6.0	COc1ccc(NC(=O)CCC(=O)N2CCC(c3ccccc3)=N2)cc1S(=O)(=O)N1CCCCC1
1.6	3.4	4.2	O=C(NCc1ccc(F)c(F)c1)C1CCC(=O)N(CCc2ccccc2)C1 (configuration not stated)
2.3	16.5	0.6	O=C(NCC1CCCO1)c1ccc([N+](=O)[O-])o1 (configuration not stated)
2.4	4.6	6.3	O=C(COc1cc(F)ccc1[N+](=O)[O-])Nc1cc(S(=O)(=O)N2CCCC2)ccc1Cl
-4.1	-9.1	0.5	COc1ccc(NC(=O)CCNS(=O)(=O)c2ccccc2F)cc1S(=O)(=O)N1CCOCC1
3.8	10.8	81.9*	COc1ccc(C(=O)OCC(=O)NC2CCCCCC2)c(OC)c1
4.2	7.0	9.2	Cc1ccc2cc(C(c3nnnn3CC3CCCO3)N3CCCC4(CCCCC4)C3)c(=O)[nH]c2c1 (configuration not stated)
3.2	12.5	2.5	CC(C)CCN1CCC(CN2CCNC(=O)C2=O)CC1
6.0	-0.4	-7.5	CN(CCc1ccccc1)C(=O)c1cccc(NC(=O)Cc2cccc(NC(=O)C3CCN(C(=O)C4CCCCC4)CC3)c2)c1
-1.5	-1.6	5.8	Cc1ccc(O)c(-c2cc(-c3ccccc3C)[nH]n2)c1
0.2	7.8	-8.8	O=C(Cc1ccccc1Cl)c1ccccc1
-0.8	5.3	-3.4	Oc1ccccc1-c1nnc2n1CCCCC2
5.4	0.5	2.7	CCC1(CC)CNC(=O)NC1=O
10.8	-3.8	7.8	O=C(Nc1ccccc1)O[C@@H]1C[C@H]2CCCC(=O)N3CC[C@@H](C1)[C@@H]23
1.4	4.1	11.7	COc1cccc2c(=O)c(C(=O)NCCc3ccccc3)c[nH]c12
-3.9	14.6	2.4	CCc1ccccc1OCC(=O)N1CCN(c2ncccn2)CC1
-1.1	3.5	-1.1	CCCCN1CCC(CN2C(=S)NC[C@@H]2CC(C)C)CC1
0.3	4.6	-3.4	O=C(Nc1ccn(CCCNCCN2CCOCC2)c(=O)n1)OCc1ccccc1
-2.3	4.2	2.4	CCN(CC)C(=O)c1cccc(NC(=O)CCc2nc3sc4c(c3c(=O)[nH]2)CCCC4)c1
12.6	18.4	22.8	CCOc1cc(N2CCOCC2)c(OCC)cc1NC(C)C(=O)N1CCN(CC)CC1 (configuration not stated)
5.8	0.4	0.6	CC(Sc1ccc2ccccc2n1)C(=O)O (configuration not stated)
8.5	0.3	-1.9	O=C(CCCCCCCCC(=O)N1CCCCC1)N1CCCCC1
5.1	8.9	-3.1	Cc1c(Cc2ccccc2)c(=O)[nH]c(=O)n1C
6.0	2.1	-1.5	COc1ccc(NC(=O)CCC(=O)c2cc(C)sc2C)cc1
3.9	10.9	1.6	O=C(/C=C/C(Cl)(Cl)Cl)Nc1ccc(Cl)cc1
9.3	13.7	-5.3	O=C1C(=O)N(c2ccccn2)C(c2ccc(Br)cc2)/C1=C(/O)c1ccc(Br)cc1 (configuration not stated)
0.7	-0.8	55.3*	O=C(COC(=O)c1cccs1)NCCc1ccc(F)cc1
